Screens (PubChem)
BB579 growth dn = yeast BB579 growth reduction in restrictive medium | S. cerevisiae BB579 growth, OD615, 48 h | inhibition, % at 10 µM | hit rate 0.51% among 140,000;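 active = inhibition above a set limit, 3 SD over the mean compound inhibition, cut at about 44% in these data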; also: inactives centre near -24
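test system = yeast BB579 (DeaD) | buffer or medium = restrictive CSMM-D medium | doses = single compound dose of 10 µM, 0.25% DMSO final | times = 4 h preincubation and 48 h exposure at 30 °C | technique = culture absorbance at 615 nm | benchmarks = amphotericin B 10 µg/mL, positive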
PTEN del growth = suppresses growth of cells with PTEN deletion | HCT116 PTEN-null viability, CellTiter-Glo, 60 h; active compounds read low | AID 827 | hit rate 1.2% among 140,000 | viability, % at 10 µM;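 active = viability at or below a set limit, 4 SD under the median of all tested compounds, cut at about 3.7% in these data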;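 also: PTEN knockout HCT116 line with beta catenin targeted HCT116 as companion control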
NPY-Y2 antag = NPY-Y2 (human) receptor antagonism; P49146; NPY-Y2 expressing cells, antagonist mode; inhibition, % at 2.7 µM; hit rate 0.99% among 140,000; in the data active = inhibition above about 17%;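 also: 0% = vehicle with agonist challenge and 100% = reference antagonist with challenge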
Target sequence (P49146 whole entry, looked up): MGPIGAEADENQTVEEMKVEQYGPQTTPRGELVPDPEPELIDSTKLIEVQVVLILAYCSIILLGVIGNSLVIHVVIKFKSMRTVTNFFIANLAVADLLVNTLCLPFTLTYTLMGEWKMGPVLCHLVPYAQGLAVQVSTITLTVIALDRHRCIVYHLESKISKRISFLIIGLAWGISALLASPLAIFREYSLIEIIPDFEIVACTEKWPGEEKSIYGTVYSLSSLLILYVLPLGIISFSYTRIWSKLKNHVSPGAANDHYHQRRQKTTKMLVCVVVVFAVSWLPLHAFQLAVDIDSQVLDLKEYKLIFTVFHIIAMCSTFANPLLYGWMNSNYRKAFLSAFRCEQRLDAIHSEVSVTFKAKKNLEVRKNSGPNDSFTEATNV
HCT116 bCat-KO = beta-catenin-lacking colon tumor cell growth suppression; HCT116 beta-catenin knockout viability, CellTiter-Glo, 60 h; active compounds read low; viability, % at 10 µM; hit rate 1.5% among 140,000; AID 818;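 active = viability at or under a set limit, the compound median less 4 SD, cut at about 6% in these data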;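 also: 0% = Hyamine 1622 control at 20 µM and 100% = untreated cell control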
Measles CPE = protection of cells from measles virus | Measles virus-infected cells, CPE protection, absorbance | AID 841 | protection (pct of control), % at 4 µM | hit rate 1.5% among 140,000; in the data active = protection mostly above about 24%, no sharp cut-off; inactive = mostly below about 26%; also: some compounds called inactive have numbers as strong as hits
Phagocytosis inh = macrophage phagocytosis inhibition | inhibition, % at 5 µM | hit rate 0.07% among 110,000 | J774A.1 macrophage IgG-bead phagocytosis, imaging;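 active = inhibition above the mean of the plate negative controls plus 5 SD, cut at about 13% in these data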;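 also: phagocytic index as fraction of beads internalized from green versus red external bead signal; plate controls were DMSO negative control for no effect and cytochalasin-D positive control for full effect; some results beyond the cut were filed as inactive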
GALR2 antag = blocks the human galanin receptor 2 | inhibition, % at 4 µM | hit rate 0.39% among 140,000 | GALR2-expressing cells, antagonist mode | O43603; in the data active = inhibition above about 27%;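 also: cells stimulated with galanin 1-16 at roughly its EC80; 0% = agonist challenge control and 100% = basal control without agonist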
Target sequence (O43603 whole entry, looked up): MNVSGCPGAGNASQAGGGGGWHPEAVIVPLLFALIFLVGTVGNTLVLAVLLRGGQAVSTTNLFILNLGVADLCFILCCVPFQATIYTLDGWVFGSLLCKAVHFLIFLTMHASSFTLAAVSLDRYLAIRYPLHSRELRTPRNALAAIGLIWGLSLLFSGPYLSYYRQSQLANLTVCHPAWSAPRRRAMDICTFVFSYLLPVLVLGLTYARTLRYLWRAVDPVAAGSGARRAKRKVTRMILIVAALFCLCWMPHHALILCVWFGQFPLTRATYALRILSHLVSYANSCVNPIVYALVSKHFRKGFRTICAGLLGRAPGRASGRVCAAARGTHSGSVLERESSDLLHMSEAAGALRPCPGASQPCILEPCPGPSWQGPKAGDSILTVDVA
Yeast life ext = extends the lifespan of yeast | hit rate 0.68% among 130,000 | S. cerevisiae growth with nicotinamide, OD615; deaD strain in restrictive glucose medium | inhibition of the nicotinamide effect, % at 10 µM | AID 775;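 active = inhibition above a set limit, placed 3 SD over the median of all compounds, cut at about 26% in these data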;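 also: 0% = nicotinamide-treated wells and 100% = cells grown without nicotinamide; some compounds called inactive have numbers as strong as hits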
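Assay system: DeaD-strain S. cerevisiae. Medium: CSMM-D glucose medium, restrictive. Reagent: nicotinamide, 1.5 mM, co-present with compound. Compound: 10 µM single point, 0.25% DMSO. Schedule: culture preincubation 4 h, compound exposure 48 h, both 30 °C. Detection: absorbance at 615 nm.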
MRP1 act = activators of MRP-1; H69AR cells + doxorubicin, viability rescue, CellTiter-Glo; viability increase, % at 10 µM; hit rate 0.61% among 140,000; AID 799;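 active = viability gain under doxorubicin at or above a set limit, the compound median plus 3 SD, cut at about 4.7% in these data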;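 also: MRP-1 overexpressing cells given doxorubicin 25 µM after compound pretreatment; 18-22 h compound pretreatment then 72 h with doxorubicin before readout; 0% = doxorubicin-only wells and 100% = vehicle-treated cells without doxorubicin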
E-sel TNF inh = blocks E-selectin expression induced by TNF alpha; AID 1246; hit rate 0.71% among 120,000; inhibition, % at 2 µM; HUVEC TNFa-induced E-selectin immunofluorescence, high content;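 active = inhibition above the batch mean plus 3 SD, and confirmed as a hit on visual image review, cut at about 43% in these data; inconclusive = passes the inhibition cutoff but fails visual image review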;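 also: 0% = TNF-stimulated DMSO wells and 100% = unstimulated control wells; not every result past the cut was called active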
* marks the source's active call; other numbers are inactive results; ? = inconclusive; . = not tested or not shown. Not a hit list. About 6.1% of those tested had a hit in this group.

SMILES | BB579 growth dn | PTEN del growth | NPY-Y2 antag | HCT116 bCat-KO | Measles CPE | Phagocytosis inh | GALR2 antag | Yeast life ext | MRP1 act | E-sel TNF inh
Cc1cc(C)n2[nH]c(=O)c(N=Nc3cccc(Cl)c3)c2n1 | -52 | 107 | 0 | 94 | 14 | -1 | 2 | -19 | -1.6 | 10
CCOc1cc(/C=N/NC(=O)CN2CCCCC2)ccc1OCc1ccccc1 | 4 | 79 | 12 | 80 | 1 | . | 0 | -12 | -0.1 | -60
CCCCSc1nnc(-c2cc(Br)ccc2N)c(=O)[nH]1 | -23 | 98 | 3 | 105 | 5 | 0 | -8 | -20 | -1.9 | 5
O=C(OCc1nnc(-c2ccccc2)o1)c1ccc2c(c1)OCO2 | 3 | 97 | 20* | 93 | 13 | 4 | 8 | -16 | 0.3 | 8
COc1ccc(/C=N/n2cnnc2)cc1COc1ccccn1 | -21 | 98 | 1 | 100 | 5 | 0 | 4 | -7 | -2.0 | .
O=C(NC(=S)N1CCc2ccccc21)c1ccccc1 | -16 | 60 | 3 | 60 | 18 | -11 | -7 | 8 | -4.0 | .
Cc1ccccc1NC(=S)N(Cc1cccnc1)Cc1ccco1 | -8 | 97 | -1 | 92 | 13 | -8 | 5 | 2 | -1.4 | 28
COc1ccc(-c2cc(C(=O)N/N=C/c3sccc3C)c3ccccc3n2)c(OC)c1 | -55 | 42 | 6 | 46 | 5 | 2 | 6 | 6 | -1.6 | 0
O=C(NCC(c1ccco1)N1CCCC1)c1ccccc1F (centres undefined) | -6 | 111 | 1 | 107 | 5 | -1 | 8 | -3 | -1.9 | -18
CN(CC(=O)Nc1sccc1C#N)C1CCCCC1 | 1 | 92 | 4 | 98 | 17 | . | 1 | 1 | -2.2 | 11
N#C/C(=C(/O)COC(=O)c1ccc(C#N)cc1)c1nc2ccccc2s1 | -62 | 97 | 11 | 99 | 6 | -10 | 14 | 6 | -0.5 | .
O=C(NCc1ccncc1)Nc1ccc(F)cc1 | -1 | 97 | 0 | 105 | 16 | 0 | -5 | -6 | -1.3 | -27
Cc1ccccc1NS(=O)(=O)c1ccc2[nH]cc(C(=O)NCCCN3CCOCC3)c(=O)c2c1 | -33 | 97 | 1 | 100 | 3 | 0 | -17 | -24 | -0.5 | 12
CC(C)CCNC(=O)C1CCN(c2nc3ccccc3o2)CC1 | -21 | 90 | 1 | 84 | 10 | -1 | -6 | -2 | -0.8 | ?
O=C(Nc1cccnc1)c1ccccc1Oc1ccccc1 | -8 | 103 | 1 | 94 | 20 | -4 | 9 | -9 | -1.0 | -18
COc1ccc(C2(C(=O)Nc3ccc(S(=O)(=O)Nc4nc(C)cc(C)n4)cc3)CCCC2)cc1OC | -16 | 84 | 3 | 91 | . | 5 | -7 | -2 | 0.1 | .
Cc1ccc(-c2nc(CS(=O)CC(=O)NCCN3CCOCC3)c(C)o2)cc1 (centres undefined) | 0 | 87 | 4 | 86 | 12 | 1 | 3 | -6 | -0.7 | .
c1ccc(-c2noc(CN3CCN(c4ccccc4)CC3)n2)cc1 | -30 | 93 | 6 | 91 | 14 | 0 | 3 | -9 | -0.9 | .
Cc1ccnc2nc(C(=O)OCC(=O)NCCc3ccc(Cl)cc3)nn12 | -25 | 95 | 12 | 90 | 14 | -8 | -2 | 0 | -0.4 | .
COc1cccc(S(=O)(=O)NCc2ccc(C(=O)NCc3ccco3)cc2)c1 | -49 | 109 | 4 | 95 | 8 | -1 | -9 | -4 | -0.5 | -10
O=C(NCCCO)c1nc2ccccc2s1 | -69 | 98 | 4 | 95 | 13 | 0 | 14 | 6 | -0.2 | -10
COCCNC(=O)c1c(N)n(/N=C/c2cccs2)c2nc3ccccc3nc12 | -54 | 84 | 12 | 76 | 22 | 0 | -15 | -17 | -0.1 | -1
Cc1noc(C)c1COC(=O)c1cccc(S(=O)(=O)N2c3ccccc3CC2C)c1 (centres undefined) | -28 | 57 | -2 | 70 | 16 | -1 | -10 | 9 | -1.3 | -4
COc1ccc(NC(=O)c2ccc(-n3cccn3)nc2)cc1 | -39 | 97 | -1 | 83 | 17 | . | 4 | -6 | -3.7 | 21
COc1ccc(O)c(-c2c(-c3ccc(Cl)cc3)n[nH]c2C)c1 | -32 | 86 | 0 | 86 | 8 | 0 | -7 | -19 | 1.4 | -22
CC(C)(C)C(=O)Oc1ccc2cc(-c3ccc4ccccc4n3)c(=O)oc2c1 | 9 | 82 | 3 | 103 | 3 | -8 | 9 | -1 | -3.0 | .
Cc1ccc(S(=O)(=O)c2c(COC(=O)c3ccccc3Cl)c(-c3ccccc3)nn2C)cc1 | -54 | 63 | 1 | 70 | 16 | 0 | -3 | -5 | -1.4 | -3
Cc1onc(-c2c(Cl)cccc2Cl)c1C(=O)c1c[nH]c(C(=O)NCCCN2CCOCC2)c1 | 1 | 103 | 0 | 94 | 6 | . | 4 | -17 | -3.1 | 28
COc1ccc(-c2nc3ccc([N+](=O)[O-])cc3[nH]2)cc1 | -17 | 73 | 4 | 76 | 21 | -2 | 15 | -7 | 1.9 | .
O=C(c1nnc(Cc2ccc(Cl)cc2)o1)N1CCc2ccccc2C1 | -15 | 0.6* | 4 | 1.1* | 4 | . | -2 | -2 | 0.0 | -19
COC(CNC(=O)c1ccc2nc(-c3cccs3)c(-c3cccs3)nc2c1)OC | -43 | 68 | 1 | 81 | 9 | -2 | -7 | 3 | -1.5 | 14
CN1CCc2c(n(CC(O)CN3C(=O)c4ccccc4S3(=O)=O)c3ccccc23)C1=O (centres undefined) | -11 | 97 | 1 | 98 | 4 | . | 2 | -7 | -4.4 | -4
CC1CCN(c2nc3nonc3nc2N2CCC(C)CC2)CC1 | -5 | 73 | 0 | 80 | 2 | . | -8 | . | 1.1 | -3
Cc1ccc(-c2cn3cccnc3n2)cc1NC(=O)c1cccs1 | -15 | 97 | 0 | 97 | 8 | -5 | 2 | -1 | 1.6 | .
CC(C)c1ccc(C2=C(O)c3ccccc3C(=O)C2=O)cc1 | 5 | 97 | 3 | 87 | 7 | 2 | -1 | 46* | -0.7 | 19
COc1cc(NC(=O)CN2C(=O)C(c3ccccc3)=NC23CCCCCC3)cc(OC)c1 | 1 | 69 | 3 | 67 | 3 | 4 | 1 | -1 | -3.2 | .
CCc1cc2ccc(C)cc2nc1SCC(=O)Nc1cc(OC)c(OC)cc1C(=O)O | -42 | 96 | 6 | 94 | 1 | -14 | 3 | 3 | -0.5 | 2
Clc1ccc2c(c1)c1ccccc1n2CN1CCOCC1 | -35 | 101 | 0 | 103 | -1 | 2 | 0 | -17 | 0.5 | -10
COc1cc(CCC(=O)Oc2ccc(C(C)=O)cc2)cc(OC)c1OC | -10 | 100 | 1 | 92 | 13 | -6 | -8 | -6 | -3.1 | -2
O=C(O)CSc1ccccc1C(=O)O | 10 | 97 | 1 | 106 | 4 | 0 | 0 | -9 | -1.0 | -22

Whole records, quoted from the list. Values in the order: BB579 growth dn | PTEN del growth | NPY-Y2 antag | HCT116 bCat-KO | Measles CPE | Phagocytosis inh | GALR2 antag | Yeast life ext | MRP1 act | E-sel TNF inh
COc1ccc(O)c(-c2c(-c3ccc(Cl)cc3)n[nH]c2C)c1 in the list: -32 | 86 | 0 | 86 | 8 | 0 | -7 | -19 | 1.4 | -22
CN1CCc2c(n(CC(O)CN3C(=O)c4ccccc4S3(=O)=O)c3ccccc23)C1=O (centres undefined) in the list: -11 | 97 | 1 | 98 | 4 | . | 2 | -7 | -4.4 | -4
Cc1noc(C)c1COC(=O)c1cccc(S(=O)(=O)N2c3ccccc3CC2C)c1 (centres undefined) in the list: -28 | 57 | -2 | 70 | 16 | -1 | -10 | 9 | -1.3 | -4
CC(C)(C)C(=O)Oc1ccc2cc(-c3ccc4ccccc4n3)c(=O)oc2c1 in the list: 9 | 82 | 3 | 103 | 3 | -8 | 9 | -1 | -3.0 | .
Clc1ccc2c(c1)c1ccccc1n2CN1CCOCC1 in the list: -35 | 101 | 0 | 103 | -1 | 2 | 0 | -17 | 0.5 | -10

(list continues)
SMILES | BB579 growth dn | PTEN del growth | NPY-Y2 antag | HCT116 bCat-KO | Measles CPE | Phagocytosis inh | GALR2 antag | Yeast life ext | MRP1 act | E-sel TNF inh
C=CCNC(=O)CNS(=O)(=O)c1ccc(F)cc1 | 9 | 102 | 1 | 107 | 2 | 0 | -8 | -15 | 0.7 | -2
CCOC(=O)c1c(C)[nH]c(C(=O)COC(=O)C2CC(=O)N(Cc3ccccc3)C2)c1C (centres undefined) | -10 | 101 | 2 | 96 | 3 | 0 | 8 | -9 | -0.3 | -27
Cc1ccc(C(=O)OCc2cc3ccccc3[nH]c2=O)cc1 | -36 | 87 | 5 | 87 | 7 | 1 | -9 | -28 | -0.7 | 54
COc1ccccc1-c1nnc(SCc2nc3ccccc3s2)n1C | -38 | 81 | 2 | 78 | 8 | . | 6 | -14 | -3.5 | .
CCN(Cc1ccccc1)C(=O)c1ccc(CNS(=O)(=O)c2ccc(C)cc2)cc1 | -27 | 82 | 0 | 83 | 8 | -2 | 2 | 9 | -3.4 | 1
COC(=O)c1cc(S(=O)(=O)NC2CCN(Cc3ccccc3)CC2)cn1C | -22 | 74 | 1 | 79 | 8 | 0 | -1 | -7 | -3.5 | -3
Cc1cccc(C(=O)N/N=C/c2ccncc2)c1 | 3 | 98 | -1 | 99 | 3 | . | 5 | -4 | 0.4 | -21
CCOC(=O)Cc1csc(NC(=O)COc2ccc(N(C)S(=O)(=O)c3ccc(C)cc3)cc2)n1 | -93 | 73 | 2 | 71 | 13 | 1 | 4 | 3 | -1.0 | 5
FC(F)(F)c1ccc(CN2CCCCCC2)cc1 | -76 | 101 | 5 | 91 | 22 | 1 | 1 | 0 | 0.5 | -7
CCOC(=O)c1ccc(N=c2sc(C(=O)OC)cc(=O)n2Cc2ccco2)cc1 | -13 | 2.2* | 4 | 2.2* | 9 | 0 | 23 | -4 | -6.0 | -20
Cc1[nH]n(-c2ccc(Br)cc2)c(=O)c1C=Nc1ccc(S(=O)(=O)Nc2nccs2)cc1 | -16 | 73 | 2 | 80 | 11 | -5 | -9 | -1 | -0.9 | -24
Cc1ccc(NC(=O)CSc2n[nH]c(=O)n2C2CC2)cc1S(=O)(=O)N1CCOCC1 | -26 | 95 | 2 | 90 | 13 | 0 | -7 | 1 | -1.8 | 1
CCOC(=O)N1CCC(N2Cc3cccc(C(=O)N4CCN(C5CCCCC5)CC4)c3C2=O)CC1 | 16 | 94 | 6 | 107 | 0 | 0 | -2 | -8 | -0.8 | -11
Cc1ccccc1OCC(=O)NCCC1=CCCCC1 | -11 | 79 | 6 | 85 | 4 | 1 | -14 | -4 | -2.6 | 11
Cc1n[nH]c(=S)n(/N=C/c2ccccn2)c1=O | -28 | 101 | 0 | 88 | 30 | -1 | -15 | 1 | 6.0* | 6
Cc1cc(NC(=O)c2cc(S(=O)(=O)N3CCCCC3)ccc2C)n(-c2ccccn2)n1 | -29 | 67 | 6 | 76 | 18 | 3 | -3 | -9 | -3.9 | -40
